OX1R antag – antagonists of human orexin 1 receptor | CHO/OX1R cells, Fluo-8 calcium fluorescence, orexin A | inhibition, % at 5 µM | hit rate 0.43% among 330,000;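 active = inhibition above its plate's threshold, mean inhibition of all tested compounds on the plate plus 3 SD, cut at about 37% in these data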;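 note: 0% = orexin A challenge wells and 100% = SB-334867-A antagonist wells; not every result past the cut was called active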
Target sequence (O43613 whole entry, looked up): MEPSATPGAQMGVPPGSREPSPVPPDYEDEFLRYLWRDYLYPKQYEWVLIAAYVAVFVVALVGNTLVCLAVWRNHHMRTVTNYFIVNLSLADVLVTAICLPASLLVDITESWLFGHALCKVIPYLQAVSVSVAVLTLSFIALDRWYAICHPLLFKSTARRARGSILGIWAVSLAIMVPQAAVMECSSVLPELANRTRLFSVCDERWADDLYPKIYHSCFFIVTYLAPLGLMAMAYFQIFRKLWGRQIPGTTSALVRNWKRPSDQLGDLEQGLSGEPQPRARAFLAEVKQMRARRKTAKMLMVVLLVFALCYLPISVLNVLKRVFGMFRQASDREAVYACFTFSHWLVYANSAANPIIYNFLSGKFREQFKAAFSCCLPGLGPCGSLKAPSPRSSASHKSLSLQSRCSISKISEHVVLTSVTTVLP
CHT allo act – human CHT allosteric activation | Q9GZV3 | CHT-expressing cells, membrane potential dye, choline EC20; stronger effect = higher value; LV-AA mutant CHT in HEK293 cells | B-score at 10 µM | hit rate 0.49% among 310,000;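 active = initial fluorescence not abnormally high and integrated response B-score, plate-corrected, over 3 SD above library mean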
Target sequence (Q9GZV3 whole entry, looked up): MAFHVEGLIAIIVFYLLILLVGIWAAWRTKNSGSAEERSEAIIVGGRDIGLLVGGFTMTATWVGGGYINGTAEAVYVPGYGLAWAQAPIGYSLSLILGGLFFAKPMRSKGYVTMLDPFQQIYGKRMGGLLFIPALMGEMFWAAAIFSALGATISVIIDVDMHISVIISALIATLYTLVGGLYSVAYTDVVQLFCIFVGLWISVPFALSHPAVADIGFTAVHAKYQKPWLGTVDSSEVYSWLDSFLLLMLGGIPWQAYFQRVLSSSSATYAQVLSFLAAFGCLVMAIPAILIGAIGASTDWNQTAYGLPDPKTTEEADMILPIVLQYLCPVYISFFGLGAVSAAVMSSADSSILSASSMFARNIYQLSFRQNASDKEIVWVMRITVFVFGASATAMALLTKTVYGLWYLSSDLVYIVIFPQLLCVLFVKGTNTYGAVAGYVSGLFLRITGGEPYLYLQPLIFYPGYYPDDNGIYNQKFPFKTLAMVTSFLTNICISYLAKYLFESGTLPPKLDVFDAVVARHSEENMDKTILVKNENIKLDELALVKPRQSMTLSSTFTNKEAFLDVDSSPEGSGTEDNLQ
Active calls of the source: *; i = inactive; . = not tested or not shown.

SMILES	OX1R antag	CHT allo act
CCCCn1nnnc1NCc1ccc(OC)c(OC)c1OC	-14.2	i
O=C(NCC(=O)N1CCN(c2ccccc2O)CC1)c1ccc2c(c1)OCO2	-6.6	i
CCc1cc2c(=O)c(-c3cnn(-c4ccccc4)c3)coc2c(CN2CCOCC2)c1O	-29.2	i
COCCn1c(C)cc(C2=NNC(=Nc3ccc(Cl)cc3Cl)SC2)c1C	-4.9	i
COc1ccc(NS(=O)(=O)c2ccc3c(c2)CCN3C(=O)CCC(=O)O)cc1OC	-15.4	i
C=C(C)Cn1c(CN(C)Cc2ccccc2)nc2c1c(=O)n(C)c(=O)n2C	-40.0	i
CCCCC(=O)Nc1c(C)cc(C)cc1Cl	-15.1	i
COc1cccc(N2C(=O)C(CC(=O)Nc3ccccc3)N(C3CCCCC3)C2=O)c1 (centres undefined)	-22.9	i
CSc1nnc(-c2cccn(Cc3ccccc3)c2=O)o1	-22.5	i
COCCNC(=S)Nc1ccc(N2CCCCC2)cc1	11.2	i
C/C(=N\Nc1nc2ccccc2s1)c1ccc(Br)s1	-6.7	i
CC(=O)c1sc(N/N=C\c2ccccc2O)nc1C	-6.8	i
CC(C)OC(=O)c1cccc(NC(=O)c2ccccc2)c1	-22.9	i
NC1=NC[C@@H](Cc2ccc(O)cc2)N1CCc1cc(C(F)(F)F)cc(C(F)(F)F)c1	-12.4	i
Cc1c(N(C)C)nc2ccccc2c1N	-4.8	6.99*
Cc1ccc(SCC(=O)OCC(=O)NCc2cccs2)cc1	-15.7	i
CCOC(=O)N1CCN(S(=O)(=O)N2CCCC(C(=O)NCCc3ccc(OC)c(OC)c3)C2)CC1 (centres undefined)	-20.4	i
Cc1ccc(CN2C3CCCC2CC(NC(=O)c2ccc(F)cc2)C3)cc1 (centres undefined)	-27.1	i
COc1ccc(S(=O)(=O)N2CCOC23CCN(S(=O)(=O)c2ccc(C)cc2)CC3)cc1	4.1	i
CCOC(=O)C1=C(N)n2c(s/c(=C/c3ccccc3)c2=O)=C(C(=O)OCC)C1c1ccccc1 (centres undefined)	-18.2	i
CC(=O)c1cccc(NC(=O)CN2C(=O)NC3(CCCCCCC3)C2=O)c1	20.9	i
Cc1ccc(OCc2nc(-c3cccnc3)no2)cc1C	-32.9	i
COc1cc(CCc2ccc3c(c2)OCO3)oc(=O)c1	1.3	i
Cn1cccc1-c1cc(C(=O)N/N=C/c2cccc(O)c2)[nH]n1	-22.4	i
CC1=C(C(=O)Nc2cccc(C(=O)NC(C)c3ccccc3)c2)SCCO1 (centres undefined)	-15.0	i

Filtered by structure: the entries above containing a halogen.
SMILES	OX1R antag	CHT allo act
COCCn1c(C)cc(C2=NNC(=Nc3ccc(Cl)cc3Cl)SC2)c1C	-4.9	i
CCCCC(=O)Nc1c(C)cc(C)cc1Cl	-15.1	i
C/C(=N\Nc1nc2ccccc2s1)c1ccc(Br)s1	-6.7	i
NC1=NC[C@@H](Cc2ccc(O)cc2)N1CCc1cc(C(F)(F)F)cc(C(F)(F)F)c1	-12.4	i
Cc1ccc(CN2C3CCCC2CC(NC(=O)c2ccc(F)cc2)C3)cc1 (centres undefined)	-27.1	i

More results follow:
SMILES	OX1R antag	CHT allo act
COc1ccc(NC(=O)CSc2n[nH]c(-c3ccccn3)n2)cc1	-11.2	i
COc1cc(/C=N/Nc2ccccc2[N+](=O)[O-])cc(OC)c1O	-10.6	i
O=C(O)CSc1cc(C(=O)c2ccccc2O)cn2c(=O)c3c(-c4ccccc4)csc3nc12	3.1	i
CCN1C(=O)NC2=C(C(=O)c3ccccc32)C1c1ccccc1F (centres undefined)	-28.8	i
Cc1nc(SCCO)c([N+](=O)[O-])[nH]1	-1.4	i
Cc1nc(N)sc1C(=O)N/N=C/c1c[nH]c2ccccc12	-9.4	i
Cc1ccc(CNC(=O)CNC(=O)c2ccco2)cc1	8.2	i
O=C(CSc1ccccn1)Nc1ccc2c(c1)oc1ccccc12	-20.1	i
Cc1ccc(C2C3=C(CCCC3=O)Nc3c2c(C)nn3-c2ccccn2)o1 (centres undefined)	-15.6	i
Cc1cccc(-n2nc3c(c2NC(=O)c2c(F)cccc2F)CS(=O)(=O)C3)c1C	-17.2	i
CC(C)OC(=O)c1ccc(N2CCN(c3ccccc3F)CC2)nc1	-18.6	i
COC(=O)c1ccc(-n2c(C)cc(C(=O)COC(=O)C3=COCCO3)c2C)cc1	-16.1	.
COc1ccccc1CNC(=O)COC(=O)C1CC1	-10.4	.
CCOc1ccc(C(=O)Nc2cccc(-c3nc4cccnc4o3)c2)cc1Cl	6.7	i
O=C(CCCn1c(SCC(=O)NCC2CCCO2)nc2ccccc2c1=O)NCC1CCCO1 (centres undefined)	-14.2	i
CC(NC(=O)c1cccc(F)c1)C(c1cccs1)N1CCN(C)CC1 (centres undefined)	-17.5	i
O=C(c1ccc(=O)[nH]c1)N1CCN(S(=O)(=O)c2cc(C(F)(F)F)ccc2Cl)CC1	-12.7	i
CCOC(=O)N1CCN(C(=O)C(C)N(c2ccc(Oc3ccccc3)cc2)S(C)(=O)=O)CC1 (centres undefined)	-22.4	i
CCOC(=O)c1[nH]ncc1CN1CCN(Cc2ccccc2)C(CCO)C1 (centres undefined)	-20.4	i
Cc1sc2ncnc(N3CCC(C(=O)N(C)CC(=O)Nc4ccc(Cl)c(C(F)(F)F)c4)CC3)c2c1C	-23.8	i
CCN1C(=O)CSC1=Nc1ccc(Cl)c(Cl)c1	1.4	i
Cc1cc(S(=O)(=O)NCC(C)C)ccc1OCC(=O)NC1CC1	0.5	i
CCOc1ccc(-c2csc(NNC3=NCCCCC3)n2)cc1	-38.1	i
O=C1C2C3C=CC([C@@H]2C(=O)N1C1CCCCC1)[C@H]1C(=O)N(C2CCCCC2)C(=O)C31 (some centres undefined)	-11.2	i
O=C(CCS(=O)(=O)c1ccc(Cl)cc1)Nc1nc(-c2cccnc2)cs1	-23.5	i

Individual results from the results shown.
Cc1ccc(C2C3=C(CCCC3=O)Nc3c2c(C)nn3-c2ccccn2)o1 (centres undefined) | OX1R antag = -15.6
Cc1ccc(CN2C3CCCC2CC(NC(=O)c2ccc(F)cc2)C3)cc1 (centres undefined) | OX1R antag = -27.1
COc1ccc(S(=O)(=O)N2CCOC23CCN(S(=O)(=O)c2ccc(C)cc2)CC3)cc1 | OX1R antag = 4.1
C=C(C)Cn1c(CN(C)Cc2ccccc2)nc2c1c(=O)n(C)c(=O)n2C | OX1R antag = -40.0
CCCCn1nnnc1NCc1ccc(OC)c(OC)c1OC | OX1R antag = -14.2

Following part.
SMILES	OX1R antag	CHT allo act
CC(C)OC(=O)c1cc(NC(=S)Nc2ccc([N+](=O)[O-])cc2)cc(C(=O)OC(C)C)c1	-5.3	i
O=C(Nc1ccccc1)Nc1ccc2ocnc2c1	-3.3	i
CNC(=S)Nc1ccc(N2CCCC2)c(S(=O)(=O)Nc2ccc(OC)cc2)c1	-6.0	.
O=[N+]([O-])c1ccc2oc(-c3cccc(O)c3)nc2c1	-13.9	i
O=C(O)c1ccccc1C(=O)NCc1cccnc1	2.8	i
COC(=O)c1cc(-c2cccc(OC)c2)c2c(=O)[nH]c(=O)n(C)c2n1	-28.2	i
CC1=CC(c2ccccc2)n2nc(NC(=O)CCC(=O)O)nc2N1 (centres undefined)	16.2	i
Cc1cc(C)c(C)c(S(=O)(=O)N2CCN(CC(=O)Nc3sccc3C#N)CC2)c1C	-12.9	i
O=c1c(-c2ccnn2-c2cccc(Cl)c2)cnc2n1CCS2	1.9	i
COc1ccc(-c2nc(CS(=O)CC(=O)NC3CCCCC3)c(C)o2)cc1 (centres undefined)	-65.4	i
Cc1ccc(F)cc1NC(=O)C1CCCN(c2ncccn2)C1 (centres undefined)	1.6	i
Cc1cnc(NC(=O)c2ccc(OCC3CCCO3)cc2)s1 (centres undefined)	-20.8	i
Cc1nc2ccc(NC(=O)c3ccc(Cl)s3)cc2s1	7.6	i
Cc1ccc(N(Cc2ccccc2)C(=O)CN2C(=O)NC3(CCCC3)C2=O)cc1	-32.7	i
CCC(=O)NC(Nc1ncc(C)s1)(C(=O)OC)C(F)(F)F (centres undefined)	-9.3	i
CCc1cccc(C)c1NC(=O)CCCn1c(=O)c2cccn2c2cccnc21	-9.8	i
COc1ccc(CC(=O)O/N=C(\N)c2ccc(C)cc2)cc1	-14.0	i
Cc1nc(Cc2ccc(OC(C)C)cc2)[nH]c(=O)c1CC(=O)O	-5.7	i
COc1ccccc1/C=C/CN1CCC(n2nccc2NC(=O)CCc2ccccc2)CC1	-24.8	i
FC(F)(F)c1cccc(N2CCN(c3nnnn3-c3ccccc3)CC2)c1	-22.4	i
CCOC(=O)C(C)(C)Sc1nc2c(cnn2-c2ccc(Cl)cc2)c(=O)[nH]1	-1.9	i
O=C(NCCCn1ccnc1)/C(=C/c1ccc(Cl)cc1)NC(=O)c1ccccc1	-16.0	i
COCCN(C(=O)CCc1ccccc1OC)c1nnc(-c2cccnc2)s1	-20.4	i
CCC(C)(C)NC(=O)CN(C(=O)CNS(=O)(=O)c1ccccc1)c1ccc2c(c1)OCCO2	4.8	i
Nc1c(C=C2C=CC(=O)C=C2)c(=O)nc2sc(CC(=O)N3CCOCC3)nn12	0.7	i

As a working copy, 4 of the compounds above.
SMILES	OX1R antag	CHT allo act
COc1ccccc1/C=C/CN1CCC(n2nccc2NC(=O)CCc2ccccc2)CC1	-24.8	i
FC(F)(F)c1cccc(N2CCN(c3nnnn3-c3ccccc3)CC2)c1	-22.4	i
CCOC(=O)C(C)(C)Sc1nc2c(cnn2-c2ccc(Cl)cc2)c(=O)[nH]1	-1.9	i
O=C(NCCCn1ccnc1)/C(=C/c1ccc(Cl)cc1)NC(=O)c1ccccc1	-16.0	i

New compounds follow.
SMILES	OX1R antag	CHT allo act
c1ccc(CNc2ncnc3sc4c(c23)CCC4)nc1	-26.1	i
NNC(=O)Cn1c(-c2ccccc2)cc2ccccc21	-32.0	i
CCOc1cccc2sc(N(CCCN(C)C)C(=O)c3ccc(S(=O)(=O)N(CC)Cc4ccccc4)cc3)nc12	-15.8	i
CN(C)C(=O)Cn1c(SCC(=O)NC2CCCCC2)nc2ccccc21	-4.8	i
COC(=O)C1=C[C@@H](C(=O)OC)[C@@H]2C3=C(C(=O)[C@]2(CC(C)C)NC(=O)c2ccccc2)[C@H](C)n2c(=O)n(-c4ccccc4)c(=O)n2[C@@H]3C1	-22.3	i
COc1ccc(C(=O)Nc2ccccc2NC(=O)c2ccco2)c(OC)c1	-33.3	i
O=C(NC(=S)N1CCN(Cc2ccc3c(c2)OCO3)CC1)c1ccc(Cl)cc1	-14.0	i
Cc1cc(S(=O)(=O)N2CCOCC2)ccc1OCC(=O)N1CCOCC1	1.7	i
COc1cccc(NC(=S)N2CCC(NC(=O)c3ccco3)CC2)c1	-3.4	i
Nc1nc2ccccc2n1CCOc1ccc(Br)cc1	-4.5	i
O=C1N(CCCl)c2ccc(Br)cc2C12OCCO2	-8.3	i
c1ccc2c(SCc3cn4cccnc4n3)ncnc2c1	-18.6	i
Cc1cc(NC(=O)c2cn(C3CCCCC3)c(=O)c3c2c2ccccc2n3C)no1	-34.2	i
Cc1cc(-c2cccs2)n[nH]1	-9.7	i
CC(=O)N1c2c(cc(Br)cc2S(=O)(=O)NCC2COc3ccccc3O2)CC1C (centres undefined)	-16.4	i
CCOC(=O)C1=C(COC(=O)Cc2ccc(Cl)cc2)NC(=O)NC1C (centres undefined)	-26.2	.
CCOC(=O)C(NC(=O)N1CCCCC1)(c1ccccc1)C(F)(F)F (centres undefined)	-15.0	i
COC(=O)[C@H](CCSC)NC(=O)NCc1ccccc1F	-12.3	i
Cc1ccnc(NS(=O)(=O)c2ccc(NC(=O)C34CC5CC(CC(C5)C3)C4)cc2)n1	-16.0	i
Cc1ccc(C)c(NC(=S)N/N=C2\CCc3ccccc32)c1	-29.3	i
CCc1ccc(NC(=O)C(C)OC(=O)CCC(=O)c2cccs2)cc1 (centres undefined)	-29.0	i
CC1(C)CC2CC(C)(CN2C(=O)COC(=O)c2ccc(O)cc2O)C1 (centres undefined)	3.4	.
Cc1nn(CCc2nn[nH]n2)c2nc(-c3ccc(C4CCCCC4)cc3)cc(C(F)(F)F)c12	32.6	i
CN(C)c1ccc(P(=O)(Nc2ccccc2)N2CCOCC2)c(NC(=O)c2cccs2)c1 (centres undefined)	-20.5	i
Cc1cc(Cl)ccc1NC(=O)COC(=O)CCNS(=O)(=O)c1ccccc1	-20.8	.

(more compounds)
SMILES	OX1R antag	CHT allo act
Fc1ccc(-c2cnc(-c3cccs3)o2)cc1	-21.2	i
O=C(O)c1ccccc1-c1ccccc1C(=O)Nc1cccc(O)c1	-4.0	i
CC(C)SCCCOc1ccc(C(C)(C)C)cc1	0.9	i
Cn1c(NC(=O)c2ccc(S(=O)(=O)N3CCCCC3)cc2)cc(=O)n(C)c1=O	-11.3	i
Cc1ccc(C2NC(=O)c3c(sc4c3CCN(C)C4)N2)o1 (centres undefined)	2.1	i
Cc1cc(NC(=O)c2cccc(C(=O)Nc3cc(C)on3)n2)no1	-8.8	i
O=C(/C=C/c1ccc(F)cc1)NCCCN1CCN(CCCNC(=O)/C=C/c2ccc(F)cc2)CC1	-34.4	i
COc1ccccc1/C=C/C=N/Nc1cccc(C(=O)O)c1	-1.4	i
CCn1cc(CN2CCCC(C(=O)Nc3ccc(-c4cscn4)cc3)C2)c(C)n1 (centres undefined)	-5.1	i
COc1ccccc1Cn1c(=S)[nH]c2cc(C(=O)N3CCCC3)ccc2c1=O	1.6	i
O=C(COc1ccccc1CNCc1ccccc1)Nc1ccccc1	-18.2	i
O=C1CC2(CCN(C(=O)COc3ccc(Cl)cc3)CC2)Oc2ccccc21	-5.3	i
CCOC(=O)NNc1ccccc1	-9.4	i
CC1CC(C)CN(C(=O)c2ccccc2Nc2ccc(SC(F)F)cc2)C1 (centres undefined)	-32.8	i
COc1ccc(-c2nnc3ccc(SC(C(C)=O)C(C)=O)nn23)cc1OC	-5.7	i
O=C(NCc1ccc(N2CCCC2=O)cc1)Nc1ccccc1	-19.5	i
CCCCCCCCc1nc(SCC(C)=O)n[nH]1	-20.7	i
CC(=O)c1ccc(N=C2SCCCN2C(=O)C2CCCCC2)cc1	-32.5	i

Source: PubChem
